HepG2 viability – counter-screen for TGF-b inhibitors: cytotoxicity in HepG2 cells | HepG2 CAGA-GFP viability, ATP luminescence, 18 h | Potency, µM (highest dose often 46.1 µM), for inactives: top-dose activity change, negative = cytotoxicity, usual class: cytotoxic | actives 0.76% (n = 410,000); further: potency means the concentration at half of the fitted maximal effect; some results filed as inactive show a strong effect at the top dose
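HepG2 CAGA-GFP cells (1000/well, DMEM with 1% FBS) received compound, then TGF-beta at 500 pg/mL final, and were incubated 18 hours at 37 degrees C. Viability was read by CellTiter-Glo luminescence. Media-only wells were set as complete cell-killing and DMSO as no toxicity.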
IL1B secr inh – blocks inflammasome-driven IL-1 beta release; activity change, % at 57.5 µM; THP-1 LPS/ATP IL-1B secretion, AlphaLISA, 16 h; active compounds read low; actives 4.7% (n = 360,000); in the data active means activity change below about -50%; inconclusive means mostly about -30% to -49%; further: on the % scale 0 is the no-effect control and ±100 the full control effect
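Secreted IL-1B measured by AlphaLISA bead assay after 16 h compound exposure of THP-1 cells; compounds (final up to 57.5 uM) added 1 h before LPS (250 ng/mL) and ATP (1.25 mM) stimulation; lower signal means less secretion.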
Nrf2 block – Nrf2 pathway inhibition; A549 ARE-Fluc reporter, luciferase luminescence, 18-24 h; Potency, µM (highest dose often 46 µM), for the others: at the highest dose activity change, negative = inhibition, usual class: inhibitors; actives 2.1% (n = 360,000); further: potency means the concentration at half of the fitted maximal effect; on the % scale 0 is the no-effect control and ±100 the full control effect; nearly all actives have a fitted effect of over 60% in size
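A549 ARE_Fluc cells, 5000/well, 5% FBS OPTI-MEM; compounds in dose-response, 18-24 h at 37 °C/5% CO2; CellTiter-Fluor viability read (Ex 405/Em 525), then BugLite luciferase luminescence = Nrf2 activity.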
MCF10A rerep – induces DNA re-replication in MCF 10a normal breast cells; MCF 10A DNA re-replication, Hoechst nuclear intensity, 48 h; Potency, µM (titrated, usually from 46.1 µM), for inactives: top-dose activity, positive = re-replication, usual class: activators; actives 2.9% (n = 350,000); AID 624296; further: potency means the concentration at half of the fitted maximal effect; % of control where 0% means no effect; nearly all actives have a fitted effect of over 50% in size
Nrf2 activator – activates Nrf2 signaling; AREc32 ARE-luciferase reporter (MCF7-derived line), luminescence, 24 h; AID 624171; Potency, µM (series often up to 46.1 µM), inactives show at the highest dose activation, hits mostly activators; actives 0.31% (n = 410,000); further: potency means the concentration at half of the fitted maximal effect; % of control where 0% means no effect; nearly all actives have a fitted effect of over 65% in size
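Luminescent ARE reporter assay in AREc32_Fluc cells: overnight plating at 37 deg C, 24 hr compound incubation, Steady-Glo added, 30 min RT before reading.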
ATXN2 expr inh – reduces ATXN2 reporter expression in HEK-293 cells. HEK-293 ATXN2-luciferase reporter, luminescence, 24 h. Potency, µM (series often up to 57 µM), without a hit: top-dose activity change, negative = inhibition, usual class: inhibitors. actives 0.72% (n = 360,000); further: potency means the concentration at half of the fitted maximal effect; on the % scale 0 is the no-effect control and ±100 the full control effect; nearly all actives have a fitted effect of over 55% in size
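qHTS (up to 57 uM final) was run with 24 h compound exposure of reporter cells at 37 °C. Each well was multiplexed: SteadyGlo luminescence measured ATXN2-luciferase expression after a fluorogenic Gly-Phe-AFC viability readout (25 uM final).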
S2 tox – viability counter-screen for ATXN expression inhibitors. actives 0.49% (n = 400,000). S2 cells (HEK-293 line with an ATXN2-luciferase reporter) viability, CellTiter-Fluor protease fluorescence, 24 h. Potency, µM (series often up to 56.7 µM), hits mostly cytotoxic; further: potency means the concentration at half of the fitted maximal effect; nearly all actives have a fitted effect of over 40% in size
TGFb SMAD3 inh – inhibitors of TGF-b signaling | HepG2 CAGA-GFP TGF-b/SMAD3 reporter, GFP fluorescence, 18 h; TGF-beta stimulated, 500 pg/mL final | AID 588855 | Potency, µM (doses to about 46.1 µM), without a hit: at the top dose activity, negative = inhibition, most hits filed as inhibitors | actives 1.2% (n = 410,000); further: potency means the concentration at half of the fitted maximal effect; on the % scale 0 is the no-effect control and ±100 the full control effect; nearly all actives have a fitted effect of over 65% in size
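HEPG2 CAGA-GFP, 1000 cells/well; 2 h settle, 37 C; cpd via pin tool; TGF-b 500 pg/mL final; 18 h, 37 C; GFP imaging ex488/em500-530; %Activity normalised to -TGF-b and +DMSO controls; CRC fit, curve class.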
A549 viability – kills or reduces viability of A549 cells in Nrf2 counter-screen; Potency, µM (series often up to 46 µM), for inactives: at the highest dose activity change, negative = cytotoxicity, most hits filed as inhibitors; AID 504648; A549 ARE-Fluc cells, CellTiter-Fluor viability, 18-24 h; actives 0.16% (n = 390,000); further: potency means the concentration at half of the fitted maximal effect; on the % scale 0 is the no-effect control and ±100 the full control effect
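A549 ARE_Fluc cells in 5% FBS OPTI-MEM were exposed to compounds in concentration-response for 18-24 h at 37 deg C. Viability was read by CellTiter-Fluor fluorescence (Ex 405/Em 525) after 30 min, before the luciferase read.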
* hit, by the source's call; i = inactive; ? = inconclusive; nt = no result given; & = joins results of further samples; [ ] = remark or other dose. Unless noted, the call rests on the fitted dose curve; in most records, active means well fitted curve in the direction sought with a large enough effect; inconclusive means small, poorly fitted or top-dose-only effect, or another doubt; inactive means no such curve, though single readings can be large; an effect the other way counts as inactive or inconclusive.

Fields – HepG2 viability | IL1B secr inh | Nrf2 block | MCF10A rerep | Nrf2 activator | ATXN2 expr inh | S2 tox | TGFb SMAD3 inh | A549 viability
COc1ccc(N2Cc3cccc(C(=O)Nc4ccc(F)cc4)c3C2=O)cc1
 : 1% | nt | ? | nt | 0.1% | nt | nt | 8% | 11%
CCOC(CNc1ncnc2sc(-c3ccccc3)cc12)OCC
 : -14% | 0 | ? | 15% | 2.3% | -24% | i | -11% | -3%
O=C(NN1C(=O)/C(=C/C=C/c2ccco2)SC1=S)c1ccccc1O
 : 7% | -8 | -1% | -5% | ? | 4% | i | -8% | -11%
COc1cc(CNC(=O)c2cc(-c3cc(Cl)ccc3OC)n[nH]2)cc(OC)c1
 : -6% | -9 | nt | nt | -1.3% | ? | i | -24% | nt
COc1cccc(-c2nnc(SCc3ccccn3)n2C)c1
 : 2% | 5 | 11% | -8% | 0.2% | 24% | i | -8% | -2%
CCCCC(Nc1ncnc2ccccc12)C(=O)O (stereo unspecified)
 : -2% | 0 | nt | ? | -0.5% | 8% | i | -15% | -2%
COc1ccc(C)cc1NC(=O)C1CC(=O)OC12CCCCC2 (stereo unspecified)
 : -1% | -4 | -2% | 3% | -0.1% | 0% | i | ? | -2%
COc1ccc(Cc2c(-c3ccco3)nc3ccc(Br)cn23)c(C)c1
 : 16µM* | -23 | nt | nt | 8.9µM* | ? | nt | 16µM* | nt
C=C(C)C1CC=C(C)/C(=N\NC(=O)CNc2ccccc2OC)C1 (stereo unspecified)
 : -3% | -2 | 17% | -2% | 2.8% | nt | i | -14% | 8%
CCCc1c(C(=O)N/N=C/c2ccoc2)nnn1-c1nonc1N
 : -5% | -30 | nt | nt | -0.7% | nt | i | -1% | nt
Cc1ccccc1NC(=O)N1C2CCCC1CC(NC(=O)C1CC1)C2 (stereo unspecified)
 : 1% | 6 | 4% | 7% | 0.0% | -1% | i | 1% | -3%
O=S(=O)(Nc1cccc2cccnc12)c1ccc(S(=O)(=O)N2CCCC2)cc1
 : -28% | -71* | 5.2µM* | ? | ? | ? | i | ? | -10%
O=C(Nc1ccccc1C(=O)O)c1ccc(N2C(=O)C3CC=CCC3C2=O)cc1 (stereo unspecified)
 : -1% | 17 | -10% | 0% | -1.0% | -21% | i | 3% | 0%
Cn1nc(C(C)(C)C)cc1C(=O)NCc1cc(F)cc2c1OCOC2
 : -11% | 6 | ? | 0% | -0.5% | nt | i | ? | -2%
CC(C)(C)c1ccc(OCC(=O)NC2CCS(=O)(=O)C2)cc1 (stereo unspecified)
 : -2% | 24 | 0% | 6% | -0.2% | -1% | i | 5% | -5%
O=C(CSc1cccc(C(F)(F)F)c1)N1CCN(S(=O)(=O)c2ccccc2)CC1
 : 2% | -55* | ? | -2% | -0.2% | -22% | i | -11% | -4%
CC(OC(=O)c1nc(Cl)ccc1Cl)C(=O)NC1CCCCC1C (stereo unspecified)
 : 6% | 17 | 16% | -2% | -0.6% | 5% | i | 5% | 0%
COc1ccc(CN2CCNC(=O)C2CC(=O)NCC(C)(C)N2CCOCC2)cc1C (stereo unspecified)
 : 0% | -2 | 8% | -1% | -0.8% | 5% | i | 18% | -1%
COc1ccc(CNC(=O)COC(=O)c2ccco2)cc1
 : -33% | -8 | 1% | 1% | -0.4% | -4% | i | 4% | 0%
COc1ccc(OC2CCN(S(=O)(=O)c3ccc(OC)c(OC)c3)CC2)cc1
 : 11µM* | 22 | 16µM* | 6% | -0.1% | ? | i | -23% | -15%
CC(=O)Nc1ccc(C=Cc2ccc([N+](=O)[O-])cc2)cc1
 : 12% | -19 | nt | nt | 5.1% | nt | i | 0% | nt
O=C(OCc1ccccc1)N1CCC2CC1c1ccc(-c3ccc4c(c3)OCO4)cc12 (stereo unspecified)
 : -29% | 20 | nt | nt | -0.1% | 5% | i | -20% | nt
O=C(Nc1c(C(=O)N2CCC(N3CCCCC3)CC2)oc2ccccc12)c1ccc(F)cc1
 : -2% | ? | -11% | ? | 0.1% | -1% | i | 1% | -8%
COc1ccccc1CC1(C)NC(=O)N(CC(=O)Nc2cc(C)on2)C1=O (stereo unspecified)
 : -5% | 1 | 30% | -2% | 0.3% | 2% | i | -4% | 2%
O=S(=O)(c1cccc2cccnc12)N1CCN(c2ccccn2)CC1
 : -4% | 22 | ? | 3% | 0.3% | -14% | i | 11% | -1%
COc1ccc(NC(C)=O)cc1NC(=O)CSc1nnc(-c2cccnc2)n1C
 : -3% | -4 | 15% | -182%[0.0737 µM] | -0.2% | 9% | i | 4% | 16%
COc1ccc(CCNC(=O)Cn2c(=O)c3cccn3c3cccnc32)c(OC)c1OC
 : 18% | -7 | 13% | 2% | -0.3% | nt | i | 12% | 1%
Cc1cc(Sc2ncnc(N)c2[N+](=O)[O-])ncn1
 : -103% | -100* | -7% | 2.9µM* | -3.8% | ? | ? | ? | -2%
Cc1cccc(C)c1NC(=O)C1c2ccccc2OCC(=O)N1CCCN1CCOCC1 (stereo unspecified)
 : nt | 64 | nt | nt | 0.5% | 17% | i | nt | nt
COc1ccc(Cl)cc1NC(=O)Cn1c(=O)oc2cc(S(=O)(=O)N3CCCCCC3)ccc21
 : 7% | nt | nt | nt | 0.2% | nt | nt | 0% | -11%

The results go on.
Fields – HepG2 viability | IL1B secr inh | Nrf2 block | MCF10A rerep | Nrf2 activator | ATXN2 expr inh | S2 tox | TGFb SMAD3 inh | A549 viability
Cc1ccccc1NC(=O)C(=O)N/N=C/c1cccc(Br)c1
 : -4% | -12 | ? | -6% | 0.2% | -1% | i | ? | 0%
CCOc1ccc(Nc2nc(C)cc(C)c2C#N)cc1
 : 2% | 37 | 12% | -2% | -0.1% | -1% | i | 3% | 0%
Cc1ccc2cccc([N+](=O)[O-])c2n1
 : -41% | 15 | nt | nt | 0.5% | nt | i | -21% | nt
CN1CCC(OC(=O)c2ccc(Cl)cc2Cl)CC1
 : 2% | -6 | 5% | ? | 2.3% | nt | ? | 3% | 1%
COc1ccc(/C=C/C(=O)OCC(=O)NC2CCCCCC2)cc1OC
 : -6% | 16 | -2% | -3% | 0.7% | -15% | i | -4% | 3%
Cc1ccc(S(=O)(=O)CCC(=O)OCC(=O)NCc2ccc(Cl)cc2)cc1
 : 6% | 47 | 4% | 0% | -0.7% | nt | i | -18% | 0%
Cc1c(C(=O)Nc2c(F)cccc2F)sc2ncnc(N3CCN(c4ccccc4)CC3)c12
 : -17% | -57* | ? | ? | 0.5% | nt | i | -23% | -18%
Cc1ccc(O)c(-c2cc(C(F)(F)F)[nH]n2)c1
 : -36% | 1 | ? | 0% | 3.3% | -3% | i | ? | -17%
CO/N=C(\C)C(Cc1ccc(Cl)nc1)Cc1ccc(Cl)nc1
 : -2% | 0 | -6% | -11% | -0.5% | 8% | i | -2% | 1%
O=C(C=Cc1ccco1)c1ccco1
 : -6% | ? | 3% | 6% | ? | 1% | i | -11% | -3%
COC(=O)c1ccc(Cl)c(NC(=O)CN(c2ccc3c(c2)OCO3)S(C)(=O)=O)c1
 : -7% | 16 | nt | -7% | 2.3% | -4% | i | -26% | 2%
COCCN(C(=O)CSc1nnc(-c2ccc(C)c(C)c2)o1)c1c(N)n(CC(C)C)c(=O)[nH]c1=O
 : 4% | -13 | -10% | -20% | 0.0% | 38% | i | -1% | -2%
O=C(NC(NC(=S)Nc1ccccc1C(=O)O)C(Cl)(Cl)Cl)c1ccco1 (stereo unspecified)
 : 22% | 3 | 4% | 2% | 0.0% | 0% | i | 14% | 0%
Cn1cnnc1SCC(=O)N1CCN(C(=O)c2ccco2)CC1
 : 1% | 0 | -10% | -1% | 2.7% | nt | i | 4% | ?
COc1c2ccoc2nc2c(OC)c(OCC(OC(C)=O)C(C)(C)O)ccc12 (stereo unspecified)
 : 0% | -15 | 7% | -3% | -1.3% | 6% | i | 9% | 0%
COc1ccc(-c2nnc(Nc3nc4c(OC)cccc4s3)o2)cc1
 : -51% | 104 | 6% | ? | 6.2% | -17% | i | 24% | -16%
CCC(NC(=O)c1[nH]c(C)c(C(C)=O)c1C)c1ccc(Br)cc1 (stereo unspecified)
 : -27% | ? | ? | ? | 2.7% | -14% | i | ? | -4%
O=C(c1cnc(Cl)c(Cl)c1)N1CCN(S(=O)(=O)c2cccs2)CC1
 : -6% | 8 | nt | nt | 0.9% | nt | ? | -3% | nt
Nc1cc(N2CCCC2)c(Cl)cc1[N+](=O)[O-]
 : 19% | -23 | -3% | 14% | -0.4% | -18% | i | 2% | -8%
CCOc1cc2[nH]c(=O)n(CCCCCC(=O)NC3CCCC3)c(=O)c2cc1OCC
 : 1% | 82 | -7% | 1% | 0.2% | -1% | i | 3% | -9%
CC(C)NCC(O)COc1ccc(CCOCC2CC2)cc1 (stereo unspecified)
 : 6% | -14 | -7% | ? | 0.4% | 5%&13%&1% | i | 40%[activator] | -3%
CC1=CC(Cc2ccccc2)N(C)C(C(N)=O)C1 (stereo unspecified)
 : -9% | 24 | nt | nt | -0.7% | 11% | i | -7% | nt
CCC(=O)OCCNc1cc(Sc2nc3ccccc3[nH]2)c2nonc2c1[N+](=O)[O-]
 : -70% | -101* | 2% | 1.3µM* | -3.3% | 28µM* | 28µM* | -27% | -19%
N/C(COc1cc(Cl)cc(Cl)c1)=N\O
 : 10% | -18 | 7% | -3% | 0.5% | 19% | i | -10% | -1%
CC(=O)c1cccc(N(CC(=O)Nc2ccccc2F)S(C)(=O)=O)c1
 : -9% | 3 | -10% | -7% | 0.1% | -7% | i | -16% | 18%
O=C(NC1CCCCC1)c1[nH]c(C(F)(F)F)nc1-c1ccccc1
 : -19% | 22 | nt | nt | 0.1% | 1% | i | -2% | nt
CCOc1ccc(Br)cc1S(=O)(=O)NC1CC(C)(C)NC(C)(C)C1
 : -26% | -11 | -11% | 13% | 0.0% | 3% | ? | 21% | 1%
O=C(O)c1ccccc1C(=O)Nc1ccc(Oc2cccc(C(F)(F)F)c2)nc1
 : -16% | -1 | -3% | -2% | 0.0% | 6% | i | 6% | 0%

Source: PubChem BioAssay
